SIAH1 antagonists = blockers of Siah-1 interaction with plectin peptide – biochemical, fluorescence polarization, rhodamine-plectin, uHTS, primary screen (AID 1817); Siah-1 / rhodamine-plectin peptide fluorescence polarization; higher % means a stronger effect; 290,000 compounds, 0.02% hits; one-dose displacement, % at 20 µM; IC50 in µM for titrated hits;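 active = displacement of at least 50% at 20 µM, with a fluorescence ratio check between 0.3 and a set limit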;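 also: plate controls were Siah plus tracer with DMSO for no effect and tracer alone without Siah for full effect; strong numbers were not always called active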
XIAP displacement = small molecules displacing peptide from XIAP – biochemical, IAP family, fluorescence polarization (AID 1018) | XIAP BIR domain, fluorescence polarization peptide displacement; higher % means a stronger effect | displacement, % at 20 µM, or IC50 in µM where a hit was titrated | 200,000 compounds, 0.007% hits; in the data active = displacement above about 50%; also: a part of the inactive calls stands beside numbers as strong as those of hits
M1AAP inhibition = P. falciparum M1AAP inhibitors, biochemical, fluorogenic H-Leu-NHMec substrate, 1536-well (AID 1445) | inhibition, % at 30 µM; hits with a dose series show IC50 in µM | 220,000 compounds, 0.42% hits | recombinant M1AAP, H-Leu-NHMec fluorogenic kinetic assay; higher % means a stronger effect;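 active = primary inhibition above the hit cutoff, then over 50% inhibition at one or more dose response concentrations, cut at about 23% in these data, passing the limit was not always enough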;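 also: plate controls were DMSO full reaction for no effect and no enzyme background for full effect; strong numbers were not always called active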
LYP inhibition = inhibitors of LYP phosphatase, biochemical, fluorescence intensity, uHTS (AID 1779). one-dose inhibition, % at 11.5 µM; IC50 in µM for titrated hits. recombinant LYP phosphatase, fluorescence intensity; higher % means a stronger effect. 290,000 compounds, 0.054% hits;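 also: plate controls were vehicle with enzyme for no effect and no enzyme for full effect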
Hep lipid drop = modulators of hepatic lipid droplet formation. AML12 mouse hepatocytes, oleate lipid droplets, BODIPY imaging. inhibition, % at 6.5 µM. 240,000 compounds, 0.4% hits;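 active = lipid droplet intensity inhibited by at least 50%, with more than 500 cells counted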
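Assay system: AML12 mouse liver cells | Compound: 6.5 µM single-point dosing | Schedule: Overnight exposure | Technique: Fluorescence imaging, 20x objective, two fields per well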
AID2073 = inhibitors of Mint1-CaV2.2 protein interaction, biochemical, HTRF (AID 2073). 290,000 compounds, 0.19% hits. HTRF protein-protein interaction, Mint1-CaV2.2; higher % means a stronger effect. inhibition, % at 20 µM, or IC50 in µM where a hit was titrated; in the data active = inhibition mostly above about 51%, no sharp cut-off; also: some results filed as inactive read as strong as hits
P. falciparum M17LAP = P. falciparum M17LAP inhibitors, primary screen, biochemical, fluorogenic H-Leu-NHMec substrate, 1536-well (AID 1619); recombinant M17LAP, H-Leu-NHMec fluorogenic kinetic assay; higher % means a stronger effect; inhibition, % at 30 µM, or IC50 in µM where a hit was titrated; 220,000 compounds, 0.38% hits;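 active = compound inhibiting the enzyme by more than half at any dose during confirmatory dose-response retesting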;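 also: plate controls were full reaction with DMSO carrier for no effect and no enzyme background for full effect; strong numbers were not always called active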
CSM14.1 death rescue = rescue of cells from ER stress-induced death, primary screen, 384-well, CSM14.1, thapsigargin, ATP luminescence (AID 1222); CSM14.1 thapsigargin-induced death rescue, ATP luminescence; higher % means a stronger effect; one-dose cellular ATP content (survival), % at 20 µM; EC50 in µM for titrated hits; 190,000 tested, under 10 active;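 active = EC50 below 50 µM in the dose-response confirmation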;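 also: death triggered by thapsigargin at about 15 µM added after 2 h compound pretreatment; cell ATP read after overnight thapsigargin exposure of roughly 18 to 22 hours; normalized against plate controls of thapsigargin alone and 5% DMSO vehicle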
NOD2 inhibition = inhibition of NOD2-driven NF-kB reporter – cell-based, luminescence, uHTS, HEK293 (AID 1566) | inhibition, % at 4 µM, or EC50 in µM where a hit was titrated | HEK293 NOD2/NF-kB luciferase reporter, luminescence; higher % means a stronger effect | 290,000 compounds, 0.63% hits; also: many of its hits are not listed in these tables
Hep lipid drop cells 6.5 µM = recorded beside Hep lipid drop, whose call it bears; cell count; measured here: cell count, cytotoxicity flag;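 cells counted across two imaged fields per well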
Numbers without * were called inactive; . = no result given. Rule as the data show it, unless noted: active = inhibition above about 50%; inactive = the rest.

cpd	structure	SIAH1 antagonists	NOD2 inhibition	XIAP displacement	Hep lipid drop	M1AAP inhibition	P. falciparum M17LAP	LYP inhibition	CSM14.1 death rescue	AID2073	Hep lipid drop cells 6.5 µM
1	O=C(NCc1ccc(F)cc1)N[C@@H](Cc1ccccc1)C(=O)O	-2%	-1%	-4.6%	.	3%	43%	-6%	-2.6%	-2%	.
2	COc1ccc(OC)c2[nH]c(=O)c(CCNC(=O)c3ccc4c(c3)OCO4)cc12	-6%	3%	0.4%	-3	7%	3%	-3%	-1.1%	12%	730
3	COc1ccc(C(c2nnnn2Cc2cccs2)N2CCC(C(N)=O)CC2)c(OC)c1 (stereo unspecified)	0%	28%	-5.5%	.	5%	-7%	-10%	-0.6%	-1%	.
4	COc1ccc(CNC(=O)Cc2cccs2)cc1OC	-5%	-18%	.	3	.	.	-6%	.	7%	397
5	COC(=O)[C@H](Cc1ccccc1)NC(=O)N(C)Cc1ccccc1	8%	17%	.	3	5%	3%	-11%	.	3%	707
6	O=c1[nH]c2c(cc1CNCCN1CCOCC1)c(-c1cccc(F)c1)nn2-c1ccccc1	4%	0%	-3.6%	.	.	.	-13%	-1.3%	11%	.
7	CC1Cc2ccccc2N1C(=O)c1cc2sccc2n1Cc1ccc(F)cc1 (stereo unspecified)	3%	4%	-1.5%	-71	1%	6%	0%	1.2%	31%	732
8	CC1=NNC(=O)C1CCC(=O)N/N=C\c1cccc(Cl)c1 (stereo unspecified)	9%	8%	-5.0%	13	3%	21µM*	0%	0.4%	6%	717
9	CC(C)(C)C(=O)Nc1ccccc1N1CCN(c2ccc(F)cc2)CC1	0%	-11%	.	-3	.	.	0%	.	1%	852
10	Cc1cccc(N2CCN(C(=O)C(C)n3nc(C)n4c(cc5occc54)c3=O)CC2)c1C (stereo unspecified)	-1%	4%	-6.5%	.	2%	-5%	-1%	0.5%	1%	.
11	O=S(=O)(NCc1c(Cl)cccc1Oc1ccccc1)c1ccccc1	-5%	0%	.	10	-3%	5%	2%	.	1%	703
12	O=C(Nc1nnc(C23CC4CC(CC(C4)C2)C3)s1)c1ccc(N2C(=O)CCC2=O)cc1	10%	6%	-6.3%	-3	7%	1%	4%	-2.4%	11%	633
13	Cc1cc(C(=O)OCC(=O)N2CCN(c3ccccc3)CC2)c2ccccc2n1	-2%	-8%	-1.7%	.	-1%	-6%	2%	0.3%	-4%	.
14	O=C(COC(=O)c1ccncc1)NCCCc1ccccc1	-6%	-3%	-5.2%	0	3%	18%	-4%	-1.3%	10%	672
15	COc1ccc(S(=O)CC(=O)Nc2ccc(Cl)cc2Cl)cc1 (stereo unspecified)	-4%	5%	-18%	-2	0%	-2%	-7%	0.7%	-7%	608
16	CN(C)S(=O)(=O)c1ccc(Cl)c(NC(=O)COC(=O)C2CCCO2)c1 (stereo unspecified)	1%	22%	.	-4	.	.	-3%	.	6%	698
17	COc1ccc(CN(CC2CCCO2)C(=O)CN2C(=O)C(C)Oc3ccc(C)cc32)cc1OC (stereo unspecified)	0%	-1%	-2.5%	-5	0%	5%	0%	-2.1%	-3%	723
18	O=C(N1CCOCC1)N1CCN(C(c2ccccc2)c2ccccc2)CC1	1%	11%	-5.1%	.	-2%	-13%	-6%	-0.1%	-5%	.
19	Cc1csc(NC(=O)CCC(=O)c2cccs2)n1	4%	4%	-2.9%	-2	0%	6%	-1%	-0.2%	11%	742
20	Cc1cc(C)n2nc(SCc3cccc(S(=O)(=O)N(C)C)c3)nc2n1	-1%	27%	.	-19	.	.	-7%	.	4%	788
21	O=C(Nc1ccccc1C(=O)N1CCOCC1)C1CC(=O)N(c2ccc(F)cc2)C1 (stereo unspecified)	-3%	-5%	.	23	.	.	-5%	.	-7%	816
22	COc1ccc(N(CC(=O)NC2CCCC2)C(=O)CCC(=O)Nc2cc(C)on2)cc1	-1%	2%	.	-18	.	.	-7%	.	6%	792
23	COc1ccc(N(CC(=O)NCc2ccccc2OC)S(=O)(=O)c2ccccc2[N+](=O)[O-])c(OC)c1	11%	4%	-3.4%	-24	5%	11%	-5%	3.6%	11%	697
24	Cc1ccccc1N=C1NC(=O)/C(=C/c2cccn2C)S1	-2%	-23%	.	18	6%	6%	-3%	.	0%	748
25	N/C(=N\OC(=O)c1ccco1)c1ccccc1	9%	-2%	-6.2%	11	-4%	-3%	-4%	-1.5%	4%	756
26	Cc1onc(-c2ccccc2)c1C(=O)Nc1c(C)n(C)n(-c2ccccc2)c1=O	-4%	-4%	-1.1%	.	10%	-8%	-5%	0.6%	-12%	.
27	Cc1cccc(N2C(=NC(=O)c3ccccc3)SC3CS(=O)(=O)CC32)c1 (stereo unspecified)	-2%	1%	.	7	.	.	-7%	.	11%	574
28	Cc1ccsc1C=Nc1ccc(O)cc1	55%*	16%	-2.4%	.	8%	14%	-3%	-0.1%	-10%	.
29	CS(=O)(=O)N(CC(=O)NC1CCCCCC1)Cc1ccccc1	12%	2%	3.1%	-8	0%	-3%	-5%	0.1%	-10%	645
30	CC(C)[C@H](NC(N)=O)C(=O)NCCc1ccc(Cl)cc1	-2%	5%	-15%	4	1%	-6%	-2%	-0.7%	2%	706

Single records, as listed above. Values in the order: SIAH1 antagonists	NOD2 inhibition	XIAP displacement	Hep lipid drop	M1AAP inhibition	P. falciparum M17LAP	LYP inhibition	CSM14.1 death rescue	AID2073	Hep lipid drop cells 6.5 µM
Shown for CC1Cc2ccccc2N1C(=O)c1cc2sccc2n1Cc1ccc(F)cc1 (stereo unspecified) : 3%	4%	-1.5%	-71	1%	6%	0%	1.2%	31%	732
Shown for CC(C)[C@H](NC(N)=O)C(=O)NCCc1ccc(Cl)cc1 : -2%	5%	-15%	4	1%	-6%	-2%	-0.7%	2%	706
Shown for CS(=O)(=O)N(CC(=O)NC1CCCCCC1)Cc1ccccc1 : 12%	2%	3.1%	-8	0%	-3%	-5%	0.1%	-10%	645
Shown for COc1ccc(OC)c2[nH]c(=O)c(CCNC(=O)c3ccc4c(c3)OCO4)cc12 : -6%	3%	0.4%	-3	7%	3%	-3%	-1.1%	12%	730

The listing picks up; the 4 compounds before the break are reprinted first.
cpd	structure	SIAH1 antagonists	NOD2 inhibition	XIAP displacement	Hep lipid drop	M1AAP inhibition	P. falciparum M17LAP	LYP inhibition	CSM14.1 death rescue	AID2073	Hep lipid drop cells 6.5 µM
27	Cc1cccc(N2C(=NC(=O)c3ccccc3)SC3CS(=O)(=O)CC32)c1 (stereo unspecified)	-2%	1%	.	7	.	.	-7%	.	11%	574
28	Cc1ccsc1C=Nc1ccc(O)cc1	55%*	16%	-2.4%	.	8%	14%	-3%	-0.1%	-10%	.
29	CS(=O)(=O)N(CC(=O)NC1CCCCCC1)Cc1ccccc1	12%	2%	3.1%	-8	0%	-3%	-5%	0.1%	-10%	645
30	CC(C)[C@H](NC(N)=O)C(=O)NCCc1ccc(Cl)cc1	-2%	5%	-15%	4	1%	-6%	-2%	-0.7%	2%	706
31	Cc1ccc(Sc2c(O)c3ccccc3n(C)c2=O)cc1	4%	2%	-2.9%	10	-7%	-24%	-1%	-0.8%	33%	763
32	Cc1nc(C(C)NC(=O)c2cc(COc3ccc(F)c(F)c3)on2)cs1 (stereo unspecified)	-2%	17%	.	-14	.	.	-7%	.	8%	726
33	O=C(NCc1csc(-c2cccs2)n1)Nc1ccc(C(F)(F)F)cc1	8%	15%	.	8	11%	5%	-5%	.	-4%	724
34	CCOc1ccc(C2CC(=O)NC2=O)cc1 (stereo unspecified)	-1%	9%	.	5	.	.	-9%	.	-1%	432
35	NNc1nc(-c2ccccc2Cl)c2cc(Br)ccc2n1	-1%	15%	.	-5	.	.	-3%	.	6%	758
36	CN(C(=O)C1CCCO1)c1nnc(-c2cnccn2)s1 (stereo unspecified)	-1%	5%	-1.9%	.	7%	11%	-9%	0.2%	0%	.
37	Cc1ccc2c(CC(=O)OC(C)C(=O)Nc3ncc(Cl)cc3Cl)coc2c1 (stereo unspecified)	10%	0%	-6.3%	-41	1%	-4%	-10%	-1.9%	39%	564
38	CCc1ccccc1-n1nnnc1-c1cnccc1C(F)(F)F	11%	0%	.	-17	0%	-2%	-6%	.	0%	731
39	COc1ccc2c(c1)C=C([C@@H]1C[C@H]3CN(c4ccccc4)C(=O)[C@]34CCCN14)CO2	0%	2%	-7.1%	-6	5%	3%	-7%	2.9%	4%	746
40	Cc1ccc(CN(C)CC(=O)Nc2ccc3c(c2)CCC3)cc1	8%	1%	-3.8%	17	-1%	-2%	5%	-1.0%	-7%	645
41	Oc1c(C=Nc2ccccc2)sc2ccccc12	3%	-148%	-4.7%	-8	12%	8%	8%	-1.9%	-9%	584
42	Clc1ccc(/C=C/c2nc3ccccc3[nH]2)c(Cl)c1	-2%	-197%	1.1%	.	-2%	12%	-12%	-3.5%	43%	.
43	O=C(NC1CCCC1)C(c1ccsc1)N(C(=O)Cc1cccs1)c1ccccc1 (stereo unspecified)	-2%	-17%	-4.6%	-14	3%	-4%	1%	-0.7%	3%	565
44	O=C(Nc1nnc(C2CCCCC2)s1)C1CC(=O)N(c2ccc(F)cc2)C1 (stereo unspecified)	-3%	5%	.	21	.	.	-3%	.	3%	780
45	COc1ccccc1N1CCN(S(=O)(=O)c2ccc(Cl)s2)CC1	-2%	19%	-1.6%	-14	14%	9%	-8%	-3.6%	0%	771
46	O=C(NC1CCCC1)C1CCCN(S(=O)(=O)c2ccc(F)cc2)C1 (stereo unspecified)	-2%	-1%	.	-1	.	.	-7%	.	-3%	812
47	CCc1ccccc1NC(=O)CC(NCc1ccccc1)C(=O)O (stereo unspecified)	10%	10%	.	-14	.	.	-14%	.	-2%	790
48	N#CCCn1c(=S)[nH]c2ccccc21	2%	-2%	-4.3%	-2	6%	-10%	4%	-3.7%	-12%	884

An excerpt; the hit share may differ from the screen's.
